# From PubChem
# GRP78 ERSR act: induces the endoplasmic reticulum stress response in human glioma cells; U87-MG GRP78 promoter luciferase reporter, 16 h; Potency, µM, without a hit: at the top dose activation, most hits filed as activators; actives 0.02% (n = 420,000); also: potency is read from the fitted curve at half-maximal effect; series mostly up to about 76 µM; % of control where 0% means no effect; nearly all actives have a fitted effect of over 35% in size
#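 Stably transfected U87-MG glioma cells carrying a GRP78-based luciferase sensor; 16 h compound incubation. Luminescence end-point read 10 min after Bright-Glo addition at room temperature.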
# mIDH1 inhibitor: human IDH1 R132H inhibition; O75874; IDH1-R132H enzyme, NADPH consumption, diaphorase/resazurin fluorescence; Potency, µM (doses to about 76.6 µM), without a hit: at the highest dose activity change, negative = inhibition, usual class: inhibitors; actives 0.093% (n = 390,000); also: potency is read from the fitted curve at half-maximal effect; % is scaled to controls: 0 for no effect and ±100 for the full control effect; nearly all actives have a fitted effect of over 65% in size
#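 IDH1-R132H (0.5 ug/mL) preincubated 30 min with compound, then NADPH (0.016 mM) and alpha-KG (2 mM) added; 80 min at RT, pH 7.5. Remaining NADPH coupled via diaphorase/resazurin to fluorescence (540/590 nm); concentration-response curves normalized to no-enzyme control.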
# LDHA inh: inhibitors of human lactate dehydrogenase A; activity change, % (values are at about 110 or 230 µM); P00338; AID 1347041; purified LDHA, NADH/diaphorase-resazurin fluorescence; active compounds read low; actives 0.15% (n = 480,000); in the data active = activity change below about -30%; inconclusive = mostly about -25% to -30%;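 also: plate controls were DMSO wells for no effect and wells without enzyme for full effect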
#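 Human LDH5 (2 nM) was incubated with 0.06 mM NADH and 0.2 mM pyruvate for 5 min at room temperature in Tris pH 7.4. Remaining NADH was coupled through diaphorase/resazurin, and resorufin fluorescence was read at 0 and 20 min.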
# PI4K2A block: blocks human PI4K2A kinase activity; AID 1346378; purified PI4K2A, ADP-Glo luminescence, 1 h; active compounds read low; actives 0.13% (n = 420,000); activity change, negative = inhibition, % at 76.9 µM; in the data active = activity change below about -50%; inconclusive = mostly about -30% to -49%;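 also: -100% = wells without enzyme as full effect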
#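 ADP-Glo luminescence measured ADP generated by PI4K2A enzyme (4 ug/mL before mixing) with 1.2 mM PI substrate (pre-mix) and 300 microM ATP (pre-mix). Tris pH7.5 buffer with MgCl2, Triton X-100; 1 h reaction at ambient temperature.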
# Vif-A3G inh: Vif-A3G binding inhibition | Q9HC16 | HeLa A3G-eYFP + Vif (tagged APOBEC3G with the HIV-1 protein that degrades it), YFP fluorescence, overnight | Potency, µM (series often up to 46.1 µM), for the others: at the highest dose activity, negative = active, most hits filed as inhibitors | actives 0.076% (n = 410,000) | AID 602310;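 also: potency is read from the fitted curve at half-maximal effect; % is scaled to controls: 0 for no effect and ±100 for the full control effect; nearly all actives have a fitted effect of over 60% in size; hits raise eYFP signal because A3G escapes Vif-driven loss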
# Target sequence (Q9HC16 whole entry, looked up): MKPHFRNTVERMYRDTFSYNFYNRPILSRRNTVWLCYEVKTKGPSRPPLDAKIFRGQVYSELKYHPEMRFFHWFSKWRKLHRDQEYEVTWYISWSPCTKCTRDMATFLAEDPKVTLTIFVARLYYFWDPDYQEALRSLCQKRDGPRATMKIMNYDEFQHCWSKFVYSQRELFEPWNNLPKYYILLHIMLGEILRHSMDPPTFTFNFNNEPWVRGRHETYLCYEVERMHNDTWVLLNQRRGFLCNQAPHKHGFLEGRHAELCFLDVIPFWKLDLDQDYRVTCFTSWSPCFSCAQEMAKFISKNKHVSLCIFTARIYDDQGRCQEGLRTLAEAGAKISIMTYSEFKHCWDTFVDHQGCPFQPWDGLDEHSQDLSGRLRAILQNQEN
#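 HeLa cells stably expressing Vif and C-terminally eYFP-tagged A3G, seeded overnight at 37 deg C, then exposed to compound by pintool overnight at 37 deg C. Rise in yellow fluorescence (Ex 488/Em 500-530, Acumen) marks blocked Vif-driven A3G degradation.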
# TrxR1 substrate: rat thioredoxin reductase 1 substrate activity; purified TrxR1 substrate turnover, NADPH consumption readout; Potency, µM (highest dose often 114 µM), for inactives: at the highest dose activity change, negative = substrate turnover; actives 0.01% (n = 390,000); AID 588456; also: potency is read from the fitted curve at half-maximal effect; % is scaled to controls: 0 for no effect and ±100 for the full control effect; nearly all actives have a fitted effect of over 50% in size
#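 Rat TrxR1, dispensed at 90 nM, was prereduced with 400 uM NADPH (final) for 5 min at ~22 deg C, then incubated with compound 15 min before 400 uM selenite. A first-read NADPH fluorescence drop versus no-compound background flagged substrates.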
# RXFP1 ag: RXFP1 (human) receptor agonism; Q9HBX9; Potency, µM (doses to about 57.5 µM), inactives show top-dose activation, hits mostly activators; actives 0.3% (n = 370,000); AID 2676; HEK293T-RXFP1 cAMP TR-FRET, 30 min; response scale: percent of porcine relaxin response, buffer zero; also: potency is read from the fitted curve at half-maximal effect; % is scaled to controls: 0 for no effect and ±100 for the full control effect; nearly all actives have a fitted effect of over 60% in size; many of its hits are not listed in these tables
# Target sequence (Q9HBX9 whole entry, looked up): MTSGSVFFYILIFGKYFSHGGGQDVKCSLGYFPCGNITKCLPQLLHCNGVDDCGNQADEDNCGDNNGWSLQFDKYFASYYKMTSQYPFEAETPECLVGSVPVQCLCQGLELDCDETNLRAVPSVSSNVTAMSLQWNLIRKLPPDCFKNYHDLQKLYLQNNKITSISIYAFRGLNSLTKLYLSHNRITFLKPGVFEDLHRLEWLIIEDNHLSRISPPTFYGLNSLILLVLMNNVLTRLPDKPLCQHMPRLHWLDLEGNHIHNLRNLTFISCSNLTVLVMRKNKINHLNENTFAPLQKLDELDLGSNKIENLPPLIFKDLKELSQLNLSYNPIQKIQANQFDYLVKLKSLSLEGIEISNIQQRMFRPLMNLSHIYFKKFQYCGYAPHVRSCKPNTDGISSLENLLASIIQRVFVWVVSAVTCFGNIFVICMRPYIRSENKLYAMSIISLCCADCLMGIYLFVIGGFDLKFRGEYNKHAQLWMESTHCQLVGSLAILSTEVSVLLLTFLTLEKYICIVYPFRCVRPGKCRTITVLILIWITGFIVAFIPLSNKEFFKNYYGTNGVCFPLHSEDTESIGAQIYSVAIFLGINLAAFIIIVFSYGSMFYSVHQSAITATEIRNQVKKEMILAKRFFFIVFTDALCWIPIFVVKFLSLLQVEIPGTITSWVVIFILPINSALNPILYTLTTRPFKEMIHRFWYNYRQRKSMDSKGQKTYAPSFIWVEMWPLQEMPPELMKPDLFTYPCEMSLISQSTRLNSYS
#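 HEK293T cells stably expressing RXFP1 were pretreated with the PDE4 inhibitor Ro 20174, exposed to compounds for 30 min at 37C, lysed, and cAMP was read by TR-FRET. Data normalized to buffer (basal) and 29 nM porcine relaxin (100%).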
# USP1-UAF1 inh: inhibitors of human USP1/UAF1 deubiquitinase | O94782 | recombinant USP1/UAF1, Ub-Rhodamine cleavage fluorescence | Potency, µM (doses to about 57.1 µM), for inactives: top-dose activity change, negative = inhibition, usual class: inhibitors | actives 0.23% (n = 390,000) | AID 743255; also: potency is read from the fitted curve at half-maximal effect; % is scaled to controls: 0 for no effect and ±100 for the full control effect; nearly all actives have a fitted effect of over 60% in size; inactives centre near -12
#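 USP1/UAF1 complex at 1 nM was preincubated with compound for 15 min at room temperature, then Ub-Rho substrate (150nM final) was added. Fluorescence (480/540 nm) was read kinetically, 6 reads every 60 seconds.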
# Vif-APOBEC3F blk: blocks the Vif interaction with APOBEC3F | HeLa A3F-eYFP + Vif (tagged APOBEC3F with the HIV-1 protein that degrades it), YFP fluorescence increase | Potency, µM (doses to about 46.1 µM), for inactives: top-dose activity, negative = active | actives 0.2% (n = 390,000) | AID 602313; also: potency is read from the fitted curve at half-maximal effect; % of control where 0% means no effect; nearly all actives have a fitted effect of over 65% in size
#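 HeLa cells stably expressing Vif plus C-terminally eYFP-tagged A3F were seeded, incubated overnight at 37 deg C, dosed with compound, incubated overnight again at 37 deg C. Yellow fluorescence (Ex 488/Em 500-530) reported blocked Vif-mediated A3F-eYFP degradation.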
# * marks the source's active call; other numbers are inactive results; ? = inconclusive; · = no result given; & = joins results of further samples; [ ] = remark or other dose. Unless noted, calls follow the shape of the dose curve; as a rule, active = well fitted curve in the direction sought with a large enough effect; inconclusive = small, poorly fitted or top-dose-only effect, or another doubt; inactive = no such curve, though single readings can be large; an effect the other way counts as inactive or inconclusive.
1. O=C(Cn1ccc2cc(S(=O)(=O)N3CCCCCC3)ccc21)NCCc1ccccc1Cl
2. COC(=O)c1cccc(C23CC4(C2)[C@H](CN(Cc2ccc(C(F)(F)F)cc2)[C@@H]4c2ccccc2)C3c2ccccc2)c1 (some centres undefined)
3. O=C(O)C1CC=CCC1C(=O)Nc1cc(Cl)ccc1Cl (centres undefined)
4. Cc1cccc(NCC(=O)N/N=C\c2cccc(Oc3ccccc3)c2)c1
5. c1cncc(-c2nnc(SCc3cccc4ccccc34)o2)c1
6. Cc1nc2ccccc2n2c(-c3ccccc3)c3c(=O)n(C)c(=O)n(C)c3c12
7. COc1ccccc1Cc1c(-c2ccco2)nc2ccc(C)cn12
8. CCn1nc(C)c(/C=N\NC(=O)c2cccc(OC)c2)c1C
9. CCOC(=O)c1ccccc1NC(=O)CSC(C)C(=O)Nc1cc(C)on1 (centres undefined)
10. C=CCn1c(SCC(=O)Nc2ccc(C(=O)OCC)cc2)nnc1-c1sc(N)nc1C

assay / compound	1	2	3	4	5	6	7	8	9	10
GRP78 ERSR act	-3%	-3%	7%	11%	0%	-3%&-3%	0%	4%	-7%	-3%
mIDH1 inhibitor	0%	-6%	2%	-6%	11%	-8%&3%	·	2%	5%	4%
LDHA inh	-6	-4	0	-8	2	2&-5	-1	-3	-1	-5
PI4K2A block	-2	1	6	-1	0	1&-3	-5	1	1	-3
Vif-A3G inh	-1%	0%	0%	0%	3%	-7%&-7%	-26%	-1%	1%	1%
TrxR1 substrate	11%	-5%	9%[57.1 µM]	-6%	3%	-4%[57.1 µM]	·	-4%	8%[57.1 µM]	9%[57.1 µM]
RXFP1 ag	1.0%	0.0%	-0.9%	0.5%	2.7%	6.3%&0.2%	·	1.6%	1.2%	-0.1%
USP1-UAF1 inh	3%	-24%	-15%	-19%	-3%	-5%&-18%	·	-9%	-19%	-20%
Vif-APOBEC3F blk	5%	5%	4%	2%	-4%	-1%&7%	·	-9%	9%	3%

11. C=CCN1C(=O)c2ccc(C(=O)Nc3ccccn3)cc2C1=O
12. COc1ccccc1CNC(=O)c1ccc(C)s1
13. Cc1coc2cc3oc(=O)c(CC(=O)NCc4ccc(F)cc4)c(C)c3cc12
14. CC(C)CNS(=O)(=O)c1ccc(OCC(=O)Nc2ccc3c(c2)OCO3)c(Cl)c1
15. CC(=O)CC(=O)NC1C2CC3CC(C2)CC1C3 (centres undefined)
16. CCOC(=O)N1C2CCC(C2)N1C(=O)OCC
17. COc1ccccc1C(=O)N(Cc1ccc(Cl)cc1)C1CCS(=O)(=O)C1 (centres undefined)
18. Cc1sc2ncnc(N3CCN(S(=O)(=O)c4ccc(F)cc4)CC3)c2c1C
19. COc1ccc(C(=O)C2CCCN(S(=O)(=O)C(C)C)C2)c(C)c1 (centres undefined)
20. O=[N+]([O-])c1ccc(N2CCN(c3ccc(F)cc3)CC2)cn1

assay / compound	11	12	13	14	15	16	17	18	19	20
GRP78 ERSR act	2%	-1%	-1%	0%	-4%	-3%	-3%	-3%	-1%	1%
mIDH1 inhibitor	1%	8%	3%	8%	5%	7%	9%	-11%	1%	8%
LDHA inh	-4	-6	0	-11	-6	-19	0	-3	-12	-7
PI4K2A block	-6	-2	0	-7	8	-4	4	1	0	4
Vif-A3G inh	1%	-5%	?	-6%	2%	1%	-1%	0%	-1%	4%
TrxR1 substrate	-5%	8%	11%	6%[57.1 µM]	8%	12%	-8%	-8%	8%	0%
RXFP1 ag	0.1%	2.5%	7.2%	-0.1%	0.2%	·	3.9%	5.2%	1.2%	1.0%
USP1-UAF1 inh	-1%	-20%	-7%	-12%	-11%	-5%	-17%	-26%	-22%	-21%
Vif-APOBEC3F blk	?	0%	-12%	-6%	4%	-27%	-1%	12%	-7%	-2%

21. COc1ccc(-n2c(Cc3cc(=O)[nH]c(=O)[nH]3)nnc2SCC(=O)Nc2cc(C(F)(F)F)ccc2Cl)cc1
22. CC(=O)Oc1ccc(/C=N\NC(=O)c2cc3c(ccc4ccccc43)o2)cc1
23. COc1ccccc1C(=O)NCC(=O)NNC(=O)c1cccs1
24. O=C(Nc1ccc(C(=O)N2CCCC(CO)C2)cc1)c1ccc(Br)o1 (centres undefined)
25. COc1ccc(-c2nc3sc(CCNC(=O)c4cc(Cl)ccc4OC)c(C)n3n2)cc1
26. Cc1c(C2CC(=O)N(c3ccccc3)C2=O)[nH]n(-c2ccccc2)c1=O (centres undefined)
27. CCn1c(SCC(=O)NC(C)C)nnc1-c1cccs1
28. Cc1ccc(B(O)O)cc1
29. O=C(CCNS(=O)(=O)c1cccc2nonc12)Nc1ccc(Cl)cc1
30. Cc1ccc(C)c(Cn2c3ccccc3c3cnn(CC(=O)NCCCN4CCCCC4)c(=O)c32)c1

assay / compound	21	22	23	24	25	26	27	28	29	30
GRP78 ERSR act	-4%	-1%	0%	0%	-3%	-7%	-1%	-2%	-5%	-7%
mIDH1 inhibitor	-7%	0%	5%	-4%	8%	-2%	13%	·	3%	-1%
LDHA inh	-4	-5	2	4	4	2	-8	0	-3	1
PI4K2A block	5	-10	-2	-1	1	-7	3	·	2	-4
Vif-A3G inh	-3%	2%	8%	-2%	-3%	0%	2%	3%	-7%	-5%
TrxR1 substrate	-9%	34%[activator]	4%	4%	-3%[57.1 µM]	1%	-6%	9%	2%	2%
RXFP1 ag	0.5%	3.5%	·	·	0.3%	-0.8%	-0.8%	·	0.1%	1.2%
USP1-UAF1 inh	-9%	-25%	-21%	-27%	-24%	-3%	2%	·	-14%	-9%
Vif-APOBEC3F blk	4%	-3%	-12%	-4%	9%	·	-8%	·	9%	-24%

31. COc1cccc(/C=C2\SC(=O)N(CCC(=O)N3CCCCC3CCO)C2=O)c1 (centres undefined)
32. O=C(C1=C(O)C(=O)N(CCc2ccccc2)C1c1cccnc1)c1ccco1 (centres undefined)
33. Oc1[nH]c2ccccc2c1C=Nc1ccc2c(c1)OCO2
34. CCN(CC)C(C)C(=O)Nc1c2c(cc3c1CCC3)CCC2 (centres undefined)
35. C=C(C)COc1ccc2c(CC)cc(=O)oc2c1
36. CCS(=O)(=O)NCC(c1cccnc1)N1CCN(c2ccccc2)CC1 (centres undefined)
37. COc1ccc(/C=C(/C#N)c2cccnc2)cc1OC
38. O=C(CN1CCCC1)NC(c1ccccc1)c1ccccc1
39. O=C(CCSCCc1ccccn1)Nc1nccs1
40. O=C(CN1CCOCC1)Nc1ccc(F)cc1

assay / compound	31	32	33	34	35	36	37	38	39	40
GRP78 ERSR act	-1%	-2%	1%	-4%	-3%	-6%	0%	-5%	-3%	-5%
mIDH1 inhibitor	1%	7%	14%	-1%	2%	-4%	-1%	3%	4%	-9%
LDHA inh	1	0&1	7	6	-1	1	-11	-15	2	-3
PI4K2A block	1	3	3	1	4	-10	3	3	-1	2
Vif-A3G inh	1%	-1%	-3%	1%	0%	2%	-4%	-1%	5%	0%
TrxR1 substrate	-20%	-18%	6%	-2%	37%[activator]	-4%[57.1 µM]	-5%	-5%	5%	2%
RXFP1 ag	-1.3%	?	-1.3%	0.2%	2.7%	1.4%	3.2%	-2.9%	1.2%	-4.9%
USP1-UAF1 inh	-10%	-17%	-18%	-16%	-14%	6%	-9%	-17%	-26%	-18%
Vif-APOBEC3F blk	5%	1%	0%	6%	6%	-1%	5%	6%	-1%	-5%

# As entered above.
# no. 33 @ Vif-APOBEC3F blk: 0%
# no. 40 @ mIDH1 inhibitor: -9%

# The list continues.
41. COc1cc(NC(=O)CN(C)S(=O)(=O)c2cccs2)cc(OC)c1
42. O=C(CSc1nnc(-c2cccnc2)s1)Nc1cccc(C(=O)O)c1
43. O=C(CCc1nc(-c2ccc(F)cc2)no1)Nc1cccc(C(=O)NC2CC2)c1
44. COc1ccc(NS(=O)(=O)c2ccc3c(c2)[C@H]2C=CC[C@H]2[C@@H](c2ccc(C(=O)O)cc2)N3)cc1
45. C=CCSc1[nH]c(=O)cc(C)c1C(N)=O

assay / compound	41	42	43	44	45
GRP78 ERSR act	-4%	-5%	-4%	-4%&1%	-5%
mIDH1 inhibitor	0%	7%	-8%	0%&-9%	2%
LDHA inh	-1	-1	-16	1&19	3
PI4K2A block	-2	-4	-5	-10&-12	-5
Vif-A3G inh	-4%	-3%	-2%	2%&11%	0%
TrxR1 substrate	4%	4%	0%	0%&3%	-15%
RXFP1 ag	-1.8%	5.2%	·	0.0%&0.7%	1.8%
USP1-UAF1 inh	-12%	-15%	-16%	?	0%
Vif-APOBEC3F blk	-4%	4%	-3%	-2%&6%	6%

# By substructure: those above containing a CF3 group (two)
2. COC(=O)c1cccc(C23CC4(C2)[C@H](CN(Cc2ccc(C(F)(F)F)cc2)[C@@H]4c2ccccc2)C3c2ccccc2)c1 (some centres undefined)
21. COc1ccc(-n2c(Cc3cc(=O)[nH]c(=O)[nH]3)nnc2SCC(=O)Nc2cc(C(F)(F)F)ccc2Cl)cc1

assay / compound	2	21
GRP78 ERSR act	-3%	-4%
mIDH1 inhibitor	-6%	-7%
LDHA inh	-4	-4
PI4K2A block	1	5
Vif-A3G inh	0%	-3%
TrxR1 substrate	-5%	-9%
RXFP1 ag	0.0%	0.5%
USP1-UAF1 inh	-24%	-9%
Vif-APOBEC3F blk	5%	4%

# Some of the compounds tested (hit frequency here may not be typical).
